FN deposit inh: fibronectin deposition inhibition. 350,000 tested, 0.086% active. AH1F fibroblasts, Alexa488-fibronectin deposition fluorescence, overnight. inhibition, % at 12.6 µM. AID 743247;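 active means mean inhibition across replicates of 30% or more, regardless of how many single replicates reach that level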;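 further: positive control wells lacked labelled fibronectin entirely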
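Assay system: AH1F fibroblast monolayer, labelled fibronectin deposition. Amount: 10000 cells per well. Also added: labelled fibronectin 24 nM. Compound: single-point pinned compound. Incubation: cell attachment 1 h, compound and FN exposure overnight. Detection: fluorescence after three HBSS washes, excitation 485 nm, emission 525 nm. Read-out: inhibition of fibronectin deposition signal.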
EWS-Fli inh: blocks EWS/Fli oncoprotein-driven transcription; 350,000 tested, 0.67% active; AID 651661; inhibition, % at 12.6 µM; A673 NR0B1-luciferase reporter, viability-normalised;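 active means mean inhibition of at least 50% after viability correction, with every replicate also passing that limit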;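 further: firefly luciferase signal divided by Alamar Blue viability fluorescence both relative to DMSO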
S100A4 inh HTS: blocks human S100A4 binding to myosin IIA peptide. P26447. S100A4/TAMRA-MyoIIA peptide fluorescence polarization. inhibition, % at 10.7 µM. 360,000 tested, 0.14% active;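 active means mean inhibition of at least 70% across replicates, with every replicate also reaching that level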
Target sequence (P26447 whole entry, looked up): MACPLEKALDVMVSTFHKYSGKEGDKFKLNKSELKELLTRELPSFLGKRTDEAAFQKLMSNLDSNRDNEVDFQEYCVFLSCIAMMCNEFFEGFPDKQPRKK
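incubation = readout 5 min after mixing, signal stable up to 60 min | system = S100A4 monomer protein | buffer or medium = HEPES pH 7.2 with CaCl2, KCl, NaCl, DTT, Triton | benchmarks = neutral control DMSO, positive control TFP | also added = fluorescent myosin IIA peptide, 5 nM | compound dosing = one concentration per compound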
ERAP1 inh: inhibitors of human ERAP1 aminopeptidase; Q9NZ08; recombinant ERAP1, Leu-AMC fluorescence, 60 min; inhibition, % at 10.7 µM; 340,000 tested, 0.15% active; AID 652197;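 active means mean replicate inhibition of at least 30%, or all replicates individually reaching that 30% level; inactive means mean below 30% and not every replicate reaching it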;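 further: 0% = neutral control wells and 100% = L-leucinethiol positive control wells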
Target sequence (Q9NZ08 whole entry, looked up): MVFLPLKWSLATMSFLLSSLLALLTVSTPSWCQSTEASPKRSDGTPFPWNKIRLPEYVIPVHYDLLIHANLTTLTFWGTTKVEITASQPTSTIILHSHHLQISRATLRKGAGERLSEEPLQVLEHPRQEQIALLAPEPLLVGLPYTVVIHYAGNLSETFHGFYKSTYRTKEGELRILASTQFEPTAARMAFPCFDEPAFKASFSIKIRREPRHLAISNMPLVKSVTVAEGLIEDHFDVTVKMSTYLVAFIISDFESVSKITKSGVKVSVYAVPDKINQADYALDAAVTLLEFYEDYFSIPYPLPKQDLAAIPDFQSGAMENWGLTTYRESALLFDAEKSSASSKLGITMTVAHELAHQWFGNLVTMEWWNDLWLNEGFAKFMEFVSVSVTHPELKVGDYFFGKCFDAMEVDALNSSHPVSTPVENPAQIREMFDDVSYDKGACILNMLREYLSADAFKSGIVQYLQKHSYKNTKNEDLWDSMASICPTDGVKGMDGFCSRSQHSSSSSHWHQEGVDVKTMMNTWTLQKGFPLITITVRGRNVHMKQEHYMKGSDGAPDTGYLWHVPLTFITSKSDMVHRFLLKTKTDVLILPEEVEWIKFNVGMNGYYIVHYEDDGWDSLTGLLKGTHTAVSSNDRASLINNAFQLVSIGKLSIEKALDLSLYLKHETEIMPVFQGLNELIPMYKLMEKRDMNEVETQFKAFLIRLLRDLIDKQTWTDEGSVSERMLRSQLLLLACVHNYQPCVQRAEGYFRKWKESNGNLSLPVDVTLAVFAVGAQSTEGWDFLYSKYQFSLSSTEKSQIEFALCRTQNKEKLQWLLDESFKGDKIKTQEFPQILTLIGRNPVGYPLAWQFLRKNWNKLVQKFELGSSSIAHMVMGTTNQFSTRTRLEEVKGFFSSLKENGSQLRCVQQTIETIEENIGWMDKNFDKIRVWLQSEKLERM
PGC1a acetyl inh: modulators of PGC1a acetylation. 350,000 tested, 0.17% active. U2OS PGC1a acetylation, AlphaScreen anti-acetyl-lysine; with virally co-expressed GCN5 acetyltransferase. inhibition, % at 15.6 µM;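 active means every replicate shows inhibition of at least 40%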;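 further: 0% = neutral control wells and 100% = positive control wells; some results beyond the cut were filed as inactive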
LGR2 antag: blocks bursicon-induced cAMP signaling via Drosophila LGR2; HEK293 LGR2, CRE-luciferase, bursicon-stimulated, 4 h; inhibition, % at 9.99 µM; 380,000 tested, 0.35% active; AID 720647;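 active means drop in luminescence signal, shown as inhibition above about 50% in the replicate tests, limit read from the data, passing the limit was not always enough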;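 further: agonist challenge used bursicon conditioned medium at about half maximal strength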
PAX8 reporter: PAX8 transcriptional activity inhibition; 360,000 tested, 1.2% active; RMG-I TPO-luciferase reporter, SteadyGlo, 24 h; AID 652154; inhibition, % at 12.6 µM;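 active means mean replicate inhibition at least 60% with every replicate also reaching 60%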;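 further: luciferase light reporting Pax8 driven TPO promoter activity; plate controls were median of neutral control wells for no effect and mitoxantrone controls for full effect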
PglD DTNB: blocks C. jejuni PglD acetyltransferase activity. purified PglD enzyme, DTNB colorimetric CoA detection. 360,000 tested, 0.098% active. inhibition, % at 12.5 µM; in the data active means inhibition above about 16%, passing the limit was not always enough; further: strong numbers were not always called active
Numbers without * were called inactive; . = no result given; & = joins results of further samples.

1) CC1CC(C)CN(c2cc(N(C)CCO)c([N+](=O)[O-])c3nonc23)C1 (centres undefined)
2) CO[C@@H]1CN(C)C(=O)c2ccc(NS(=O)(=O)c3ccc(C)cc3)cc2OC[C@@H](C)NC[C@@H]1C
3) CN(C)c1ccc(CN2CCC(C(=O)NC(c3ccc(F)cc3)c3ccc4ccccc4n3)CC2)cc1 (centres undefined)
4) O=C(O)CCCCCNc1nc2ncn(Cc3ccccc3)c2c(=O)[nH]1
5) C[C@H]1CN([C@@H](C)CO)C(=O)Cc2cc(NC(=O)Nc3ccc(F)cc3)ccc2O[C@H]1CN(C)Cc1ccc2c(c1)OCO2
6) CCCNC(=O)[C@H]1[C@H](CO)[C@H]2Cn3c(ccc(-c4ccc(C(=O)N(C)C)cc4)c3=O)[C@H]2N1CCC
Compound	1	2	3	4	5	6
PglD DTNB	-2	2	-4	4	-3	3
LGR2 antag	9	-14	.	1	4	16
EWS-Fli inh	5	-2	11	5	-12	4
ERAP1 inh	1	-2	-5	-33	0	0
FN deposit inh	8	-16	0	.	2	.
S100A4 inh HTS	9	-7	0	-2	-15	-3
PAX8 reporter	16	.	21	.	-13	.
PGC1a acetyl inh	1	.	-26	4	-4	.

In the list so far, these have nitrogen in an aromatic ring.
1) CC1CC(C)CN(c2cc(N(C)CCO)c([N+](=O)[O-])c3nonc23)C1 (centres undefined)
3) CN(C)c1ccc(CN2CCC(C(=O)NC(c3ccc(F)cc3)c3ccc4ccccc4n3)CC2)cc1 (centres undefined)
4) O=C(O)CCCCCNc1nc2ncn(Cc3ccccc3)c2c(=O)[nH]1
6) CCCNC(=O)[C@H]1[C@H](CO)[C@H]2Cn3c(ccc(-c4ccc(C(=O)N(C)C)cc4)c3=O)[C@H]2N1CCC
Compound	1	3	4	6
PglD DTNB	-2	-4	4	3
LGR2 antag	9	.	1	16
EWS-Fli inh	5	11	5	4
ERAP1 inh	1	-5	-33	0
FN deposit inh	8	0	.	.
S100A4 inh HTS	9	0	-2	-3
PAX8 reporter	16	21	.	.
PGC1a acetyl inh	1	-26	4	.

Single entries from the results shown.
ERAP1 inh with no. 3 : -5
S100A4 inh HTS with no. 5 : -15
LGR2 antag with no. 2 : -14
PglD DTNB with no. 6 : 3
PAX8 reporter with no. 1 : 16

Remaining list, next part.
7) O=C1N[C@H](c2ccccc2)COCc2cn(nn2)CC[C@H]1Cc1ccccc1
8) CC(=O)c1ccc(N2CCN(C(=O)c3cc4c(-c5ccccc5F)nn(C)c4s3)CC2)cc1
9) COc1ccc(C(=O)Nc2ccccc2C(=O)N/N=C/c2ccccn2)cc1OC
10) O=C(C1CC1)N1CC(=O)N2[C@H](CO)[C@H](c3ccc(-c4cccnc4)cc3)[C@H]2C1
11) Cc1ccc(S(=O)(=O)NC(=O)c2ccccc2C)cc1
12) CCN(Cc1ccccc1)C(=O)c1oc2ccc(S(=O)(=O)N3CCOCC3)cc2c1C
Compound	7	8	9	10	11	12
PglD DTNB	.	2	-2	.	1	-2
LGR2 antag	-5	17	-7	2	6	-6
EWS-Fli inh	0	10	-16	7	0	.
ERAP1 inh	0	4	0	4	-2	-2
FN deposit inh	-1	0	2	-11	4	-19
S100A4 inh HTS	-8	4	0	3	-4	14
PAX8 reporter	-10	19	-24	5	24	23
PGC1a acetyl inh	.	.	10	1	2	.

13) C=CCNC(=O)N1CCCC(C(=O)c2cccc(Cl)c2)C1 (centres undefined)
14) C[C@@H]1CN([C@H](C)CO)C(=O)c2cc(NC(=O)Nc3ccc(F)cc3)ccc2O[C@@H]1CN(C)Cc1ccc2c(c1)OCO2
15) COCCCn1c(SCC(=O)NC2CCCC2)nnc1-c1ccco1
16) CC(C)(C)NC(=O)NC(=O)COc1ccc(Br)cc1Br
17) CO[C@H]1CN(C)C(=O)c2cc(NC(=O)c3ccccc3)ccc2OC[C@H](C)NC[C@@H]1C
18) Fc1ccc(NC(=S)NC2CCCCC2)c(F)c1F
Compound	13	14	15	16	17	18
PglD DTNB	.	7	.	.	0	-2
LGR2 antag	8	-2	-2	.	-4&4	-4
EWS-Fli inh	-1	13	-7	-34	8&-5	.
ERAP1 inh	2	-2	-1	-1	3	.
FN deposit inh	1	-3	.	0	-6&12	9
S100A4 inh HTS	0	23	-4	3	-2&-10	.
PAX8 reporter	11	14	.	-100	-1&-21	-27
PGC1a acetyl inh	.	-2	5	.	-4	6

19) COc1ccc2c3c([nH]c2c1)[C@@H](CO)N(C(=O)Cc1ccccn1)CC31CCN(Cc2ccccn2)CC1
20) COc1ccc(COC(=O)CCc2cc(OC)c(OC)c(OC)c2)cc1F
21) Cc1cccc(C(=O)N/C(=C\c2ccc(C)o2)C(=O)O)c1
22) COc1cc(NC(=O)CSc2nc(C)c(C)c(C)n2)c(C)cc1[N+](=O)[O-]
23) COC(=O)c1ccc(C2NC(=O)c3ccccc3O2)cc1 (centres undefined)
24) CC(=O)NC(c1ccc(C(C)C)cc1)c1c(O)ccc2ccccc12 (centres undefined)
Compound	19	20	21	22	23	24
PglD DTNB	.	-2	-3	16	-5	0
LGR2 antag	2	-5	10	7	2	.
EWS-Fli inh	1	0	1	0	7	0
ERAP1 inh	-1	3	-3	-3	0	-3
FN deposit inh	.	-5	-2	6	-1	-16
S100A4 inh HTS	5	2	-3	7	-9	-1
PAX8 reporter	-22	8	12	23	-63	13
PGC1a acetyl inh	-4	-1	5	-10	5	-2

25) CCN1CCN(C(=O)/C=C/c2ccc(OC)c(OC)c2)CC1
26) C[C@H](CO)N1C[C@H](C)[C@@H](CN(C)C(=O)CN(C)C)Oc2ncc(C#CCC3CCCC3)cc2C1=O
27) CCOC(=O)N1CCN(C(=O)CSc2ccc3nnc(CCNC(=O)c4ccccc4)n3n2)CC1
28) C[C@H](CO)N1C[C@H](C)[C@H](CN(C)Cc2ccc(-c3ccccc3)cc2)Oc2ccc(NC(=O)c3ccncc3)cc2C1=O
29) COc1cc(C(=O)NCc2nnc(SCC(=O)N3CCCCCC3)o2)cc(OC)c1OC
30) CCOC(=O)C1(CCOc2ccccc2)CCN(Cc2nccn2CC)CC1
Compound	25	26	27	28	29	30
PglD DTNB	-16	-1	.	0	-1	.
LGR2 antag	9	-2	-2	-10	13	-24
EWS-Fli inh	-8	12	-7	8	.	16
ERAP1 inh	-4	-1	-1	3	-1	-4
FN deposit inh	7	-10	-3	8	-15	1
S100A4 inh HTS	-1	-72	3	3	-4	2
PAX8 reporter	-16	-8	1	11	-18	19
PGC1a acetyl inh	4	-1	4	-3	-5	.

31) C[C@H]1CN([C@@H](C)CO)C(=O)c2cccc(NS(=O)(=O)c3ccccc3)c2O[C@H]1CN(C)Cc1ccccc1
32) CC[C@@H]1CC=C[C@H]2[C@H]1C(=O)N(Cc1ccccc1)[C@H]2c1ccc(OC)c(Cl)c1
33) Cc1cc(C)cc(NC(=O)Cn2nnc(C(=O)NCCc3ccccc3)c2N)c1
34) CCCNC(=O)N1CCC2(CC1)CN(S(C)(=O)=O)[C@@H](CO)c1c2c2ccc(OC)cc2n1C
35) CCOC(=O)c1ccc(Cl)c(S(=O)(=O)N2CCCC2)c1
36) C[C@H]1CN([C@@H](C)CO)S(=O)(=O)c2ccc(/C=C/c3ccccc3)cc2O[C@H]1CN(C)Cc1ccc(C(=O)O)cc1
Compound	31	32	33	34	35	36
PglD DTNB	-1	2	-5	.	.	-1
LGR2 antag	6	21	4	-9	-12	1
EWS-Fli inh	-3	3	3	-7	-4	-15
ERAP1 inh	1	2	1	0	-5	0
FN deposit inh	.	5	3	.	1	.
S100A4 inh HTS	-5	-9	2	-3	1	8
PAX8 reporter	-5	-9	14	15	-5	.
PGC1a acetyl inh	-2	-19	2	1	4	15

37) CC(C)C[C@@H]1COc2cc(N(C)CCO)ccc2S(=O)(=O)N1
38) CCCOc1ccc(F)cc1-c1cc(C(=O)NCc2cccc(Cl)c2)[nH]n1
39) C[C@@H](NC(=O)[C@@H]1CCCN1C(=O)[C@@H]1CCCN1C(=O)OC(C)(C)C)c1ccccc1
40) O=C(Cn1nc(C(F)(F)F)c2c1CCC2)N1CCN(c2ccccc2)CC1
41) C[C@@H]1CN([C@H](C)CO)C(=O)c2cc(NS(=O)(=O)c3ccccc3)ccc2O[C@@H](C)CCCCO[C@H]1CN(C)C(=O)C1CCCCC1
42) COC(=O)[C@@H]1C[C@@H]2CC[C@@H](O)C[C@@H]2N1Cc1ccc(OC)cc1
Compound	37	38	39	40	41	42
PglD DTNB	.	7	.	6	-3	-5
LGR2 antag	1	-13	21	.	-13	8
EWS-Fli inh	9	8	0	.	9	-5
ERAP1 inh	1	3	-1	.	-1	-4
FN deposit inh	7	21	-6	-41	5	-1
S100A4 inh HTS	-1	-1	-5	.	0	-15
PAX8 reporter	17	18	8	10	6	16
PGC1a acetyl inh	.	2	.	0	8	-13

43) CN(C)/C=C(/C(=O)c1ccc(Cl)c(Cl)c1)c1nnnn1-c1ccccc1
44) CCOc1ncccc1C(=O)NCc1ccccc1F
45) CCOc1cc(NC(=O)Nc2ccc(F)cc2)c(OCC)cc1NC(=O)CC
46) C[C@H](O)C#Cc1cnc2c(c1)C(=O)N([C@@H](C)CO)C[C@H](C)[C@H](CN(C)C(=O)c1ccccc1)O2
47) C=CCc1ccccc1OCC(=O)OCCNC(=O)c1cccnc1
48) CCC(C)(C(=O)NC1CCCC1)N(C)C(=O)Cc1c[nH]c2ccccc12 (centres undefined)
Compound	43	44	45	46	47	48
PglD DTNB	5	-3	-12	-3	-1	-1
LGR2 antag	3	-7	-4	-10	.	5
EWS-Fli inh	3	-23	3	-2	.	14
ERAP1 inh	.	-1	-1	3	.	-3
FN deposit inh	1	2	2	3	3	6
S100A4 inh HTS	-5	-2	1	8	.	-3
PAX8 reporter	-5	-13	16	.	20	42
PGC1a acetyl inh	-7	13	.	3	-4	.

49) Cc1snc(SCC(=O)c2ccc(F)cc2)c1C#N
50) O=C(CNC(=O)C12CC3CC(CC(C3)C1)C2)N1CCN(S(=O)(=O)/C=C/c2ccccc2)CC1
51) O=C(O)/C=C/C(=O)Nc1ccc(F)cc1F
52) O=C(O)c1cccc(N2C(=O)CSC2c2c(F)cccc2Cl)c1 (centres undefined)
53) CN(C)Cc1c(O)ccc2cc(-c3nc4ccccc4n3C)c(=O)oc12
54) CC(C)NC(=O)N(C)C[C@@H]1Oc2ccc(NS(=O)(=O)c3ccc(F)cc3)cc2CC(=O)N([C@H](C)CO)C[C@H]1C
55) Cc1cccc(C(=O)Nc2ccc(N3CCN(C(=O)c4ccco4)CC3)cc2)c1
Compound	49	50	51	52	53	54	55
PglD DTNB	.	1	-3	1	-8	0	-2
LGR2 antag	-33	11	7	.	3	6	-7
EWS-Fli inh	-95	-6	8	.	-69	-5	-94
ERAP1 inh	2	4	-3	.	-395	0	-2
FN deposit inh	7	.	.	0	-5	0	0
S100A4 inh HTS	4	6	-29	.	8	6	1
PAX8 reporter	-164	-2	.	0	-61	-7	18
PGC1a acetyl inh	-1	-1	4	-56	5	4	-6

High-throughput results deposited in PubChem by Broad Institute.
